# FXN GAA850 act: FXN promoter activators, primary screen, cell-based, luciferase luminescence, HEK293 lucGAA850; HEK293 lucGAA850 FXN promoter luciferase reporter, 24 h; percent of 10 µM SAHA response; actives 0.56% (n = 360,000); activation, % at 6 µM;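 active = activation above the average of all compounds screened plus 3 SD, cutoff fixed separately per campaign, cut at about 7.5% in these data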;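 note: 0% = DMSO wells and 100% = 10 µM SAHA wells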
# hcDAF-12 act: H. contortus DAF-12 nuclear receptor activators, primary screen, cell-based, luminescence, HEK293, lit1-tk-luc reporter. activation, % at 6.8 µM. actives 1.4% (n = 370,000). HEK293 hcDAF-12 lit1-tk-luc reporter; 0% DMSO, 100% Δ7-dafachronic acid;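 active = activation above the mean of all tested compounds plus 3 SD, cut at about 5.5% in these data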;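 note: 100% = response to 3 µM Δ7-dafachronic acid high control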
# SMARCA2 activ: SMARCA2 (BRM) function activators, primary screen, cell-based, luminescence, high throughput. AID 652017, 2013. MG213 cells, MMTV-luciferase reporter, dexamethasone, overnight. actives 1% (n = 370,000). activation, % at 9.1 µM; in the data active = activation above about 7.8%;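 note: 0% = vehicle wells and 100% = reference activator wells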
# ssDAF-12 act: S. stercoralis DAF-12 nuclear receptor activators, primary screen, cell-based, luminescence, HEK293, GRIP1 co-expression, lit1-tk-luc; Nuclear hormone receptor DAF-12 (Strongyloides stercoralis); HEK293 ssDAF-12/GRIP1 lit1-tk-luc reporter; % of 3 µM dafachronic acid response; activation, % at 6.8 µM; actives 1% (n = 370,000); AID 652126, 2013;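 active = activation above the mean over all tested compounds plus 3 SD, cut at about 0.9% in these data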;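 note: 0% = DMSO-only wells and 100% = 3 µM delta7-dafachronic acid wells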
# PLC-beta3 inh: human PLC-beta3 inhibitors, primary screen, biochemical, fluorescence. Purified PLC-beta3, fluorogenic substrate. inhibition, % at 12.2 µM. actives 0.18% (n = 370,000). AID 720704, 2013; in the data active = inhibition above about 11%;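 note: 0% = median of compound wells on plate and 100% = full blocker control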
# DAX1 inh-1: DAX1 (NR0B1) inhibitors, primary screen, cell-based, HEK293, Gal4-DAX1, luciferase luminescence; Nuclear receptor subfamily 0 group B member 1 (Homo sapiens), P51843; HEK293 Gal4-DAX1 luciferase reporter; inhibition, % at 6.75 µM; actives 0.99% (n = 340,000); AID 504766, 2011;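 active = inhibition above the mean over all tested compounds plus 3 SD, cut at about 4.2% in these data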;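 note: 0% = DAX1-transfected cells with DMSO and 100% = empty-vector control cells with DMSO; inhibition shows as a rise in luminescence from relieved DAX1 repression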
# Target sequence (P51843 207-470 limits assumed): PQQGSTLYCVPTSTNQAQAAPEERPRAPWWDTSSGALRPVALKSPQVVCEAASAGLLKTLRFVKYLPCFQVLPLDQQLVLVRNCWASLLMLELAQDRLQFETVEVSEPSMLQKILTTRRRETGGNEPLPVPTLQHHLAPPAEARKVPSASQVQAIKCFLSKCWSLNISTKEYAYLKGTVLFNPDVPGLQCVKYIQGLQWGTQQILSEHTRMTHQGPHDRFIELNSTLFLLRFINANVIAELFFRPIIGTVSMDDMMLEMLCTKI
# NR1D1 modulator: modulators of Rev-erb alpha DNA binding, primary screen, biochemical, FITC-DNA, fluorescence polarization, uHTS; activity, % at 10 µM; actives 0.79% (n = 370,000); Nuclear receptor subfamily 1 group D member 1 (Homo sapiens), P20393; Rev-erbα–FITC-DNA binding, 90 min;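 active = activity above about 14%, limit read from the data; passing the limit was not always enough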;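 note: 0% = DMSO wells with 35 nM protein and 100% = DMSO wells with 750 nM protein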
# DAX1 inh-2: DAX1 (NR0B1) inhibitors on StAR promoter, primary screen, cell-based, luminescence, SF-1 (NR5A1), full-length DAX-1 | HEK293T StAR-luciferase reporter, SF-1/DAX-1 repression relief | inhibition, % at 6.8 µM | actives 1.1% (n = 370,000) | AID 652010, 2013;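 active = inhibition above the mean over all tested compounds plus 3 SD, cut at about 3.6% in these data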;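 note: 0% = DAX-1 cells with DMSO and 100% = cells lacking DAX-1 with DMSO; higher inhibition means more luminescence from relief of DAX-1 repression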
# sPLA2-III inh: human group III sPLA2 inhibitors, primary screen, biochemical, QFRET, BODIPY PC-A2 liposome substrate; Group 3 secretory phospholipase A2 (Homo sapiens), Q9NZ20; QFRET BODIPY PC-A2 liposome hydrolysis, fluorescence; inhibition, % at 12.2 µM; actives 0.56% (n = 370,000); AID 743126, 2013;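 active = inhibition above mean plus 3 SD of compounds lying within the high and low control bounds, cut at about 19% in these data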;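 note: 0% = median of test compound wells and 100% = no enzyme DMSO wells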
# Target sequence (Q9NZ20 whole entry, looked up): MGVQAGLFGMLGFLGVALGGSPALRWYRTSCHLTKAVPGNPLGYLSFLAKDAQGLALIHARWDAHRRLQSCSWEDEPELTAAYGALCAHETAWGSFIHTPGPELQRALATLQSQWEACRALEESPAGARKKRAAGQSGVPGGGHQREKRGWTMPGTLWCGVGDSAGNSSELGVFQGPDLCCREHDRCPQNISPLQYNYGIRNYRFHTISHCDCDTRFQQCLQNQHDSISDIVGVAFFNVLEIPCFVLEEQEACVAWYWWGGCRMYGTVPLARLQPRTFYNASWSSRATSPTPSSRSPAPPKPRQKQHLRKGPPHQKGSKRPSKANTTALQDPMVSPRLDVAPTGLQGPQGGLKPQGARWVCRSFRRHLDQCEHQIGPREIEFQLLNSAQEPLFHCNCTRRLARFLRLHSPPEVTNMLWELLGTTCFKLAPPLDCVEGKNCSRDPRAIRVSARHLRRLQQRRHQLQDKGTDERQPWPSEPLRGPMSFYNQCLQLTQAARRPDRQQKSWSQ
# hgDAF-12 ag: H. glycines DAF-12 receptor agonists, primary screen, cell-based, luminescence, HEK293, GAL4 fusion, UAS-luciferase; activation, % at 6.8 µM; HEK293 GAL4-hgDAF12 UAS-luciferase reporter, agonist luminescence; normalized to butyrate control; Nuclear hormone receptor DAF-12 (Heterodera glycines), GAL4 fusion; actives 1.8% (n = 370,000);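 active = activation above a cutoff set at the mean of all screened compounds plus 3 SD, cut at about 10% in these data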;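 note: 0% = DMSO wells and 100% = sodium butyrate wells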
# PG9 binder: binders of HIV-1 gp120 antibody PG9, primary screen, biochemical, TR-FRET. HIV-1 gp120 / PG9 antibody interaction. TR-FRET gp120-PG9 antibody binding. inhibition, % at 6.7 µM. actives 0.43% (n = 360,000); in the data active = inhibition above about 8.5%
# * marks the source's active call; other numbers are inactive results; x = not tested or not shown. Rows are unselected; 7% or so of the library scored in one or more.
SMILES,FXN GAA850 act,hcDAF-12 act,SMARCA2 activ,ssDAF-12 act,PLC-beta3 inh,DAX1 inh-1,NR1D1 modulator,DAX1 inh-2,sPLA2-III inh,hgDAF-12 ag,PG9 binder
Cc1cc([N+](=O)[O-])nn1CCCC(=O)Nc1cc(Cl)ccc1Cl,-0.4,-2.5,0.2,-2.4,-3.9,-1.4,-7.7,0.2,-2.2,-0.7,0.2
CCN1CCN(Cc2ccc(OCc3ccccc3)c(OC)c2)CC1,2.2,1.6,7.3,-0.2,1.4,0.0,-3.1,1.6,-2.8,9.6,0.1
CCOc1ccc(CCN2C(=S)N([C@@H](CC(C)C)CN3CCCC3CN3C(=S)NC[C@@H]3Cc3ccc(O)cc3)C[C@@H]2Cc2ccc(O)cc2)cc1 (some centres undefined),-1.6,-1.3,-2.1,-0.1,5.5,-2.0,-1.1,1.7,-13.3,-2.9,-0.2
CCOC(=O)N1CCN(C(c2cccc(OC)c2)c2sc3nc(C)nn3c2O)CC1 (centres undefined),-0.1,-0.7,-1.5,-1.3,-1.0,0.2,-0.3,-0.1,-6.8,-1.1,1.7
CN(C)C(C)(C)C#CC(O)(c1ccccc1)c1ccccc1,-2.0,-0.4,-0.2,-1.4,1.4,1.4,6.5,0.3,-8.2,1.3,-0.8
COc1ccc(/C=C/c2nc(C)c(-c3ccccc3)c(=O)[nH]2)cc1OC,-1.5,-2.2,-0.6,-1.1,-26.2,0.2,3.2,-0.1,-1.8,-0.2,1.8
O=C(NC1CCCCN(Cc2cccc(Cl)c2)C1=O)c1ccccn1 (centres undefined),x,-2.8,-2.9,-1.0,-0.9,x,8.2,-0.8,-3.4,1.4,x
Clc1cc2nc[nH]c2cc1Cl,-0.3,0.0,1.2,-0.6,-7.2,-0.3,-0.3,0.2,-12.6,1.2,0.5
O=C(CN1c2cccc3cccc(c23)S1(=O)=O)Nc1ccccc1,-0.7,-0.5,5.6,-2.2,-244.3,2.5,1.2,-0.6,-2.2,-0.9,0.7
Cc1nc(N2CCN(C(=O)c3ccco3)CC2)[nH]c(=O)c1C,-1.1,-0.6,-3.8,-1.2,6.9,1.7,4.4,-0.1,-0.9,1.4,-2.2
Cc1ccc(-n2c(-c3ccc(Cl)cc3)n[nH]c2=S)c(C)c1,1.1,0.6,4.6,-1.3,-30.6,2.0,-0.2,0.1,15.4,-3.3,1.6
N#Cc1ncc(C(F)(F)F)cc1Oc1cccnc1,1.9,-0.6,3.3,-0.9,3.1,1.0,-0.3,-0.1,2.1,-2.5,-1.5
CN(C)CCCNC(=S)Nc1ccc(Oc2ccccc2)cc1,-2.3,-1.3,1.3,-1.1,2.5,4.2,1.6,-0.4,2.7,-2.2,-1.6
CCN(c1ccccc1)S(=O)(=O)c1ccc(OC)c(NC(=O)c2ccccc2OC)c1,0.2,-2.1,2.4,-0.2,-3.6,0.4,10.1,-0.6,-0.4,-0.4,-2.2
COc1ccc(NC(=O)c2sc3nc(N4CCOCC4)c4c(c3c2N)CC(C)(C)OC4)cc1,-1.4,0.1,-1.4,-1.0,-54.0,0.9,-5.6,-2.2,-10.7,-0.8,-0.7
CN1CCN(c2ccc(NC(=O)c3ccc4c(c3)[nH]c(=O)n4Cc3ccc(F)cc3)cc2)CC1,-1.6,-2.5,0.5,-0.8,-2.0,-0.9,-8.6,-0.4,-9.8,-2.4,-4.3
CS(=O)(=O)N(Cc1ccccc1)c1ccc(C(=O)NCCSCc2ccco2)cc1,2.6,-1.2,-1.8,-1.3,0.5,0.1,2.1,-0.5,-27.2,-2.7,0.2
CCOc1ccc(OCC)c(NC(=O)CCCN2C(=O)c3cccnc3C2=O)c1,-0.8,-0.3,-1.3,-1.4,2.4,-0.1,8.6,0.0,1.3,0.0,-1.3
Cc1ccccc1NC(=O)Cn1c(CCC(=O)O)ccc1-c1cccs1,1.2,-0.9,-1.0,-0.5,-44.9,-0.7,0.0,-0.4,-19.1,1.9,-1.7
CCCc1nc2ccc(C)cn2c1Cc1cccc(F)c1,x,4.5,0.0,1.9*,-17.7,x,-4.6,3.9*,4.1,10.4,-2.0
Cc1cc(C)n(-c2ccc3nnc(C)n3n2)n1,1.3,0.3,-1.8,-1.0,-17.6,0.7,1.9,-0.4,5.8,-0.1,1.7
NC(=O)CC(NC(=O)Cc1ccc(Cl)cc1)c1ccc(N2CCN(c3ccccn3)CC2)c([N+](=O)[O-])c1 (centres undefined),-1.6,-1.9,1.2,-1.3,0.6,-0.1,1.6,-0.4,-7.5,0.7,-1.1
CCOC=C1SC(=S)N(c2ccccc2OC)C1=O,-1.8,1.0,2.6,-0.5,-5.0,0.1,1.3,1.4,-30.7,4.6,-2.9
CC(C)OP(=O)(OC(C)C)C1(O)C(=O)Nc2ccccc21 (centres undefined),-2.4,0.3,1.3,-0.8,1.3,0.2,3.6,0.0,-38.0,1.4,0.7
Cc1c(N/C=C/C(=O)c2ccc(Cl)cc2)c(=O)n(-c2ccccc2)n1C,-1.6,-2.8,0.0,-1.2,-12.2,0.3,-2.5,-1.0,-18.5,2.1,-0.3
CCCn1c(SC2C(=O)CC(C)(C)CC2=O)nc2c1c(=O)n(C)c(=O)n2C,-1.6,-0.2,-2.3,0.3,4.3,0.1,-4.6,0.3,0.5,-1.6,0.3
COc1ccc(F)cc1CN1CCN(C(=O)CCC(=O)Nc2nnc(C3CCCCC3)s2)CC1,-1.6,-0.2,-1.1,-0.8,0.5,0.3,-0.3,-1.5,-4.2,-0.4,-0.5
COc1ccc2[nH]c(C)c(CCN3C(=O)C4C5C=CC(C5)C4C3=O)c2c1 (centres undefined),-0.6,1.7,-1.9,-1.1,-90.5,0.6,-5.0,-0.2,3.5,0.6,-0.3
COc1ccc(O)c(/C=N/NC(=O)c2ccc(OCc3cccc(Br)c3)cc2)c1,-3.0,0.2,-2.1,-0.8,-32.3,-0.5,-4.2,0.0,3.2,0.5,1.7
CCOc1cc(N2CCOCC2)c(OCC)cc1NC(=O)COC(=O)CCOc1cc(C)ccc1C,1.4,-0.6,-1.8,-0.5,-4.5,-0.2,-0.7,0.5,-0.8,2.0,-0.1
Cc1ccc2c(c1)-c1c(cnn1CC(=O)Nc1ccccc1N1CCN(C)CC1)CO2,0.8,-0.3,-1.6,-0.8,1.0,-0.4,-5.4,-0.6,-0.1,-1.1,-2.0
C/C=C/c1ccc(OC(C)=O)c(OC)c1,-0.5,-0.1,0.0,-0.8,-0.6,0.3,-2.6,-0.4,-1.0,0.6,1.5
CCN(CC)S(=O)(=O)c1ccc(C)c(NC(=S)Nc2cccc(S(=O)(=O)N3CCCCCC3)c2)c1,-4.9,0.0,-1.1,-1.5,2.7,-1.9,-1.0,-0.1,5.7,-2.8,-3.1
COC(=O)[C@]12C[C@H](CC(=O)N3CCC(c4ccccc4)CC3)C(=O)N(CCc3ccc(OC)c(OC)c3)C1=C[C@H](C(C)C)O[C@@H]2C1CC1,x,0.0,-0.3,-1.4,-2.3,x,0.3,-1.5,-4.2,-5.3,x
Cc1ccc(C)c(/C=C(\C(=O)O)c2ccc(S(=O)(=O)N3CCCCC3)s2)c1,-0.4,0.2,-0.4,-1.3,-22.6,-0.7,-8.1,0.0,-14.4,3.4,-0.2
COc1cccc(C(=O)CSc2nnnn2C)c1,0.7,-0.6,-2.9,-0.8,-0.7,0.6,-1.8,-0.6,-18.8,1.0,-0.8
C=CCN(CC=C)S(=O)(=O)c1ccc(C(=O)Nc2nnc(CSC)o2)cc1,-1.5,0.8,-0.1,-0.9,-0.2,-1.0,-2.5,-1.0,-2.4,-0.2,-1.9
CN(C1CCCCC1)S(=O)(=O)c1ccc2[nH]c(=O)oc2c1,1.5,2.7,-2.5,-1.0,-3.4,2.4,7.1,0.0,-3.2,4.3,-0.7
O=C(CCCn1c(SCC(=O)c2ccc(F)cc2)nc2ccccc2c1=O)NCc1ccccc1,-0.1,-1.1,-1.8,-1.5,-4.7,0.1,-4.7,0.0,-18.1,1.8,0.4
O=C(CN1CCCCCC1)Nc1ccc([N+](=O)[O-])cc1Cl,0.0,-1.6,2.8,-0.6,-2.8,3.7,8.1,-0.2,3.0,0.1,-0.7
C/C(=N\NC(=O)c1nc2ccccn2c1C)c1ccc2c(c1)OCO2,5.3,0.8,-1.0,-1.8,3.9,-0.1,-6.0,-0.1,2.7,-1.1,0.2
COC(=O)C(OC(=O)c1ccc(OC)cc1)C(=O)OC,-1.1,-0.1,-0.7,-1.6,-0.1,1.3,-1.0,-0.1,-2.3,-2.4,2.1
Nc1cccc(NC(=O)c2ccco2)c1,-0.4,0.3,-1.1,-0.8,-2.9,1.0,1.9,0.2,7.3,-1.7,-0.8
COC(=O)C1=C(C)N(Cc2ccccc2C(F)(F)F)C(=NCc2ccc3c(c2)OCO3)NC1CCc1ccccc1 (centres undefined),x,0.9,-4.9,-0.5,-3.5,x,3.6,0.3,-6.2,2.4,-0.2
Cc1noc(C)c1CN1C(=O)NC(Cc2ccccc2)(Cc2ccccc2)C1=O,-1.3,-0.3,1.8,-0.9,3.4,-1.0,-2.3,-0.1,-3.8,2.3,0.2
CCc1ccc(OCC(=O)NNCC(=O)Nc2ccc(OC)cc2)cc1,0.8,0.0,-1.2,-1.0,0.1,-0.4,2.4,0.6,4.7,-0.9,-0.3
COc1cc2c(cc1NC(=O)CSc1nnc(Cc3cccs3)n1C)oc1ccccc12,-0.7,1.3,1.7,-0.8,0.9,-0.6,-0.7,-0.4,-10.6,2.2,-0.8
Cc1ccc(-c2nc3[nH]c(=O)cc(NC(=O)c4cccs4)n3n2)cc1,2.8,-0.8,1.3,-1.4,-3.5,2.3,-3.7,0.4,-1.4,-1.8,0.6

# Ordered by number of heavy atoms (smallest number first): some entries from above.
SMILES,FXN GAA850 act,hcDAF-12 act,SMARCA2 activ,ssDAF-12 act,PLC-beta3 inh,DAX1 inh-1,NR1D1 modulator,DAX1 inh-2,sPLA2-III inh,hgDAF-12 ag,PG9 binder
Nc1cccc(NC(=O)c2ccco2)c1,-0.4,0.3,-1.1,-0.8,-2.9,1.0,1.9,0.2,7.3,-1.7,-0.8
C/C(=N\NC(=O)c1nc2ccccn2c1C)c1ccc2c(c1)OCO2,5.3,0.8,-1.0,-1.8,3.9,-0.1,-6.0,-0.1,2.7,-1.1,0.2
Cc1noc(C)c1CN1C(=O)NC(Cc2ccccc2)(Cc2ccccc2)C1=O,-1.3,-0.3,1.8,-0.9,3.4,-1.0,-2.3,-0.1,-3.8,2.3,0.2

# Screening results as filed in PubChem BioAssay.
